Tb PFK inh – qHTS Assay to Find Inhibitors of T. brucei phosphofructokinase | ATP-dependent 6-phosphofructokinase (Trypanosoma brucei brucei), O15648 | T. brucei PFK, ADP-Glo luminescence | Potency, µM (highest dose often 57.5 µM), inactives show at the highest dose activity, negative = inhibition, most hits filed as inhibitors | 330,000 tested, 0.17% active | AID 485367, 2010;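 note: potency is the fitted concentration of half-maximal effect; 0% = uninhibited 1x PFK enzyme wells and -100% = no-enzyme wells; nearly all actives have a fitted effect of over 60% in size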
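PFK 1.25 nM, F6P 0.5 mM, ATP 0.1 mM, 0.1 M TEA pH 8.0, 5 mM MgCl2, 0.01% Tween20, 0.1% BSA; 45 min RT. ADP-Glo readout. qHTS titration up to 57 uM; curves fitted, compounds curve-classed.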
ELG1 genotox – qHTS screen for small molecules that induce genotoxicity in human embryonic kidney (HEK293T) cells expressing luciferase-tagged ELG1; HEK293T ELG1-luciferase reporter, luminescence, 16 h; Potency, µM (doses to about 46 µM), inactives show at the highest dose activity change, positive = activation, actives largely listed as activators; 330,000 tested, 1.3% active; note: potency is the fitted concentration of half-maximal effect; % of control where 0% means no effect; nearly all actives have a fitted effect of over 60% in size
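HEK293T cells expressing luciferase-tagged ELG1 were treated with compound or DMSO for 16 hr at 37°C. Luciferase activity was then read after 30 min with ONE-Glo at room temperature; rising signal flags genetic stress.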
KCNH2 3.1 block – qHTS for Inhibitors of KCHN2 3.1: Mutant qHTS; activity change, % (tested at about 1.8 µM); 340,000 tested, 0.95% active; Potassium voltage-gated channel subfamily H member 2, brain isoform KCNH2 3.1 (human); U2OS KCNH2 3.1, thallium flux FluxOr; stronger effect = lower value;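 active = maximum activity change below -70%; inconclusive = maximum activity change from -70% to -50%; inactive = maximum activity change above -50%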;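 note: thallium influx rate constant from kinetic fluorescence after stimulation buffer; % is set by controls: 0 for no effect and ±100 for the full control effect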
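Kinetic fluorescence (2 min after stimulation buffer) measures Tl+ influx through KCNH2 3.1 expressed by viral transduction in U2OS cells; the rate constant is normalized against DMSO controls serving as positive and negative references.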
uPA generation – qHTS for Inhibitors of Cell Surface uPA Generation; cell surface uPA generation assay, qHTS; Potency, µM (top dose mostly 38.3 µM), for inactives: top-dose activity change, negative = inhibition, actives largely listed as inhibitors; 330,000 tested, 0.31% active; AID 540303, 2011; active = well fitted inhibition curve with a large enough effect; inconclusive = small, poorly fitted or top-dose-only effect; inactive = no such curve, though single readings can be large or run the other way; tested in mouse RAW 264.7 cells; note: potency is the fitted concentration of half-maximal effect; % is set by controls: 0 for no effect and ±100 for the full control effect; nearly all actives have a fitted effect of over 55% in size
FBPA coupling cs – qHTS Assay for Inhibitors of Fructose-1,6-bisphosphate Aldolase from Giardia Lamblia: Coupling assay counterscreen; AID 2472, 2010; activity change, negative = inhibition, % at 58.2 µM, hits read low; 290,000 tested, 0.67% active; coupling enzyme system counterscreen, AmpLite Red fluorescence; in the data active = activity change below about -30%; note: % is set by controls: 0 for no effect and ±100 for the full control effect
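Coupling enzymes only (glyceraldehyde-3-phosphate) + compound, at 57.5 uM final, 10 min RT; add substrate/coupling/AmpLite Red mix, 20 min RT; fluorescence ex 525/em 598 nm. Actives flag coupling-system interference.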
RORgamma inh – qHTS for inhibitors of ROR gamma transcriptional activity | AID 2551, 2010 | Potency, µM (highest dose often 53.6 µM), without a hit: at the highest dose activity change, negative = inhibition, actives largely listed as inhibitors | 310,000 tested, 5.4% active | Drosophila S2 Gal4-RORgamma UAS-luciferase reporter, 20 h | Nuclear receptor ROR-gamma (Mus musculus), P51450; note: potency is the fitted concentration of half-maximal effect; % is set by controls: 0 for no effect and ±100 for the full control effect; nearly all actives have a fitted effect of over 60% in size
Target sequence (P51450 whole entry, looked up, the tested form may be a part): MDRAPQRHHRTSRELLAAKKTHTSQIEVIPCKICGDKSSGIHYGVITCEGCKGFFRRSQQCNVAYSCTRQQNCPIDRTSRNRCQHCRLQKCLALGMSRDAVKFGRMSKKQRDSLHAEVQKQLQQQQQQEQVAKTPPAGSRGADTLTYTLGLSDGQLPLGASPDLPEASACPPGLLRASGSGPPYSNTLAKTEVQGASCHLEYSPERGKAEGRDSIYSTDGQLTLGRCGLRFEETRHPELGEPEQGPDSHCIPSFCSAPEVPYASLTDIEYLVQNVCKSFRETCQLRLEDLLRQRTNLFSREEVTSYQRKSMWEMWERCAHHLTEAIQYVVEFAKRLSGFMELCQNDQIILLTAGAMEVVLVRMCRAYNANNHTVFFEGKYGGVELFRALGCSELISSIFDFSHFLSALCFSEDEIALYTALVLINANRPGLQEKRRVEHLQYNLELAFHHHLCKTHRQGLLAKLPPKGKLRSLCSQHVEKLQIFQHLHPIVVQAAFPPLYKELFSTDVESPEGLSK
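A Gal4/UAS one-hybrid system in insect cells: metallothionein-promoter Gal4–ROR gamma fusion plus Photinus luciferase reporter. Copper sulfate 700 uM final, 20 hr ambient incubation, luminescent detection after 10 min with reagent.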
VP16 counter – VP16 counterscreen qHTS for inhibitors of ROR gamma transcriptional activity; Drosophila S2 Gal4-VP16 UAS-luciferase, luminescence, 20 h; Potency, µM (titrated, usually from 53.6 µM), for inactives: top-dose activity, negative = inhibition, most hits filed as inhibitors; 310,000 tested, 3.5% active;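 note: Gal4-VP16 expression switched on by copper sulfate through the metallothionein promoter; potency is the fitted concentration of half-maximal effect; % is set by controls: 0 for no effect and ±100 for the full control effect; nearly all actives have a fitted effect of over 50% in size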
Giardia killer – Small Molecules that selectively kill Giardia lamblia: qHTS; activity change, % at 7.66 µM, hits read low; 340,000 tested, 0.15% active; Giardia lamblia trophozoite viability; in the data active = activity change below about -80%; inconclusive = between about -30% and that limit;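 note: parasites exposed to compound for two days anaerobically before the ATP read; % is set by controls: 0 for no effect and ±100 for the full control effect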
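Giardia lamblia trophozoites (100 cells/well) were incubated with compounds for 48 h at 37 deg C under anaerobic conditions. Viability was read as ATP content by one-step luminescence after 15-30 min at room temperature.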
Rab9 prom act – qHTS Assay for Rab9 Promoter Activators. Huh7 Rab9 promoter-luciferase reporter, luminescence, 24 h. Potency, µM (titrated, usually from 9.22 µM), for inactives: top-dose activation, negative = inhibition, usual class: activators. 320,000 tested, 2.8% active. AID 485297, 2010; note: potency is the fitted concentration of half-maximal effect; % of control where 0% means no effect; nearly all actives have a fitted effect of over 60% in size
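Luciferase signal after 10 min detection reagent at ambient indicates Rab9 promoter upregulation; stably transfected Huh7 cells were treated 24 h with compound in DMSO at 37 °C, 5% CO2.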
FLuc counter – qHTS profiling assay for firefly luciferase inhibitor/activator using purifed enzyme and Km concentrations of substrates (counterscreen for miR-21 project); Luciferin 4-monooxygenase (Photinus pyralis), P08659; Potency, µM (series often up to 57.5 µM), for the others: at the highest dose activity change, negative = inhibition, hits mostly inhibitors; purified FLuc, Km substrates, luminescence inhibition; 360,000 tested, 6.9% active;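 note: potency is the fitted concentration of half-maximal effect; plate controls were vehicle for no effect and reference inhibitor for full effect; nearly all actives have a fitted effect of over 55% in size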
Target sequence (P08659 whole entry, looked up): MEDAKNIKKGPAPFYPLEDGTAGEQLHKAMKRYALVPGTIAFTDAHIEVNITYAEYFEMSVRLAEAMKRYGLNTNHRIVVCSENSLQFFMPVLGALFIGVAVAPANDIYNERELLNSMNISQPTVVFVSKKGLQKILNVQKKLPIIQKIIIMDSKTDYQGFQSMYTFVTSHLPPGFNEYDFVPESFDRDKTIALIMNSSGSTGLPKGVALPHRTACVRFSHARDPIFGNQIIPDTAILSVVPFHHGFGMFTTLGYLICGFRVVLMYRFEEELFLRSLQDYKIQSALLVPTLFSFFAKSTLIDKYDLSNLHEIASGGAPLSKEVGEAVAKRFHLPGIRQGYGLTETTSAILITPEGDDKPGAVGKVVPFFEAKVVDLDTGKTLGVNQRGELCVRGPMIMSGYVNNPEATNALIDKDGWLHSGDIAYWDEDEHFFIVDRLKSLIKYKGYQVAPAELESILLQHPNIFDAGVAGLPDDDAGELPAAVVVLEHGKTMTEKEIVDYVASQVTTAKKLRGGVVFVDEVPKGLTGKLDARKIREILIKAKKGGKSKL
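Purified P. pyralis luciferase (10nM final) with 10uM D-luciferin and 10uM ATP (Km levels) in 50mM Tris acetate pH 7.5, 10mM Mg acetate, 0.01% Tween-20, 0.05% BSA; qHTS 6-point titration, ~60 µM downward; luminescence read.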
NPC1 prom act – qHTS Assay for NPC1 Promoter Activators. Huh7 NPC1 promoter luciferase reporter, 24 h. Potency, µM (doses to about 9.22 µM), inactives show at the highest dose activation, hits mostly activators. 320,000 tested, 2.4% active. AID 485313, 2010;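 note: potency is the fitted concentration of half-maximal effect; % of control where 0% means no effect; nearly all actives have a fitted effect of over 60% in size; reporter is driven by a mutant NPC1 promoter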
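Stably transfected Huh7 (NPC1 promoter→luciferase), 1500 cells/well in Opti-MEM + 10% FBS, 2 h settle, then compound 24 h at 37 °C. Luminescence after 10 min with Amplite reagent.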
* hit, by the source's call; ? = inconclusive; / = no result given; & = joins results of further samples; [ ] = dose if it differs, or a comment. Unless noted, calls come from the whole dose curve; as a rule, active = well fitted curve in the direction sought with a large enough effect; inconclusive = small, poorly fitted or top-dose-only effect, or another doubt; inactive = no such curve, though single readings can be large; an effect the other way counts as inactive or inconclusive.

SMILES	Tb PFK inh	ELG1 genotox	KCNH2 3.1 block	uPA generation	FBPA coupling cs	RORgamma inh	VP16 counter	Giardia killer	Rab9 prom act	FLuc counter	NPC1 prom act
COC(=O)N/N=C/c1ccc(OCCSc2ccc(Cl)cc2)c(OC)c1	-19.5%	2.4%	-3.9	0.4%	-3.3	-15.3%	?	-22.8	-5.2%	-0.7%	-3.5%
CCN(CC)Cc1c(O)ccc2c(C)c(CC(=O)OC)c(=O)oc12	1.1%	-2.2%	2.4	-0.9%	-0.9	-29.2%	-6.5%	-5.9	14.0%	1.0%	-0.7%
CC(C)(C)OC(=O)NCCCCCc1nnc(SCc2ccccc2F)o1	-8.9%	-9.5%	-8.9	11.9%	2.8	?	6.4%	15.5	-8.8%	-12.4%	-0.2%
O=C(COc1ccc2ccccc2c1Br)NNC(=O)Nc1ccccc1	10.3%	-3.1%	-1.5	11.4%	3.3	-18.7%	-25.1%	-1.1	0.0%	-0.1%	-4.9%
COc1ccc(CC(=O)Nc2ccc(S(=O)(=O)Nc3cc(C)on3)cc2)cc1OC	-3.1%	-1.3%	12.3	2.0%	2.7	-1.7%	1.8%	-5.1	-15.2%	2.2%	-4.5%
CCN(C(=O)CSc1nc(N)cc(=O)[nH]1)C1CCS(=O)(=O)C1 (stereo not given)	0.7%	0.6%	-4.6	2.0%	/	/	/	13.5	-1.4%	-2.1%	1.0%
CC1=C(C)C(OCCBr)N(c2cc(O)c(Cl)cc2F)C1=O (stereo not given)	-12.9%	-9.4%	16.3	-0.5%	0.4	6.0%	5.5%	5.0	-5.3%	-1.4%	-1.3%
CCC(C)c1ccc(O)c(N)c1 (stereo not given)	-14.7%	2.1%	-1.5	/	-3.2	-18.8%	2.9%	-9.3	7.7%	-16.1%	12.5%
COc1ccc(Nc2nc(-c3cccnc3)nc3ccccc23)cn1	2.0%	-12.9%	0.9	/	-22.2	?	-0.8%	-7.8	-2.6%	4.8%	10.1%
COc1ccc(N2CC(C(=O)OCC(=O)Nc3cccc(C)c3C)CC2=O)cc1 (stereo not given)	-0.2%	1.8%	-9.0	2.4%	2.3	5.7%	3.6%	13.5	-3.0%	1.7%	-3.8%
COC(=O)c1ccc(-n2cncn2)c([N+](=O)[O-])c1	3.3%	-1.8%	-8.2	-1.2%	2.4	-28.7%	24.1%	-9.6	-4.5%	0.0%	-4.9%
COc1ccc(C(=O)OCC(=O)NC(=O)NC2CCCC2)c(OC)c1	-1.9%	-7.5%	-0.6	0.1%	1.5	35.8%	-0.5%	7.2	4.8%	-0.6%	-0.2%
CC(Oc1ccccc1)C(=O)Nc1ccc(C(N)=O)cc1 (stereo not given)	0.0%	1.2%	27.2	/	0.8	0.8%	-4.8%	14.6	-3.7%	-1.1%	-2.1%
CCN(CC(=O)Nc1c(F)cccc1F)C(=O)CC1CCCC1	-5.9%	1.1%	-9.7	0.8%	/	/	/	14.7	-1.9%	8.5%	0.8%
COc1ccccc1CNc1ccc([N+](=O)[O-])cc1C	-2.3%	-5.4%	3.3	0.1%	-0.1	30.6%	4.1%	4.6	-1.2%	-7.9%	-6.5%
CSCCC(NC(=O)c1ccccc1)C(=O)NCCCn1nc(C)cc1C (stereo not given)	3.6%	-1.9%	-1.3	-1.0%	/	/	/	0.5	-0.4%	-0.7%	-4.8%
CC1=C(C(=O)OC2CCCCCC2)C(c2ccc(C)o2)C2=C(CCCC2=O)N1 (stereo not given)	-1.9%	1.1%	-1.1	-24.0%	-1.2	?	-1.0%	-8.7	6.9%	-1.7%	-4.3%
CC(CN1C(C)CCCC1C)OC(=O)c1cccc(Br)c1 (stereo not given)	2.8%	-2.0%	-24.0	-0.2%	0.6	3.5%	-10.8%	-5.9	-4.3%	-0.8%	-0.7%
O=C(Nc1ccc(N2CCCC2)c(Cl)c1)c1cccs1	0.3%	2.31µM*	-7.1	-6.7%	-12.5	10.5%	-24.8%	-6.2	0.447µM*	2.39µM*	0.708µM*
CCOC(=O)c1c(NC(=O)CSc2nnnn2-c2ccccc2OCC)sc2c1CC(C)(C)NC2(C)C	0.2%	0.5%	-81.3*	-7.7%	/	/	/	-11.7	0.7%	-2.2%	-6.0%
COc1ccc(N2CCN(S(=O)(=O)CCNC(=O)COc3ccccc3OC)CC2)cc1	-2.2%	-6.3%	-3.8	-2.0%	0.6	4.6%	1.0%	7.1	2.2%	0.5%	-2.7%
CC1CCN(C(=S)Nc2cccc(S(=O)(=O)N(C)C)c2)CC1	0.2%	2.1%	3.6	2.5%	-0.4	-18.3%	-12.5%	6.8	0.6%	7.1%	-0.7%
COc1ccc(S(=O)(=O)N(CC(=O)NCCC(C)C)c2ccccc2)cc1OC	17.4%	15.7%	2.2	3.2%	2.3	18.0%	-0.3%	-19.6	-0.8%	0.4%	0.3%
CC(C)c1ccccc1NC1=CC(=O)CC(C)(C)C1	-3.2%	-1.3%	1.9	-3.7%	3.2	-35.5%	-1.3%	-12.4	-2.1%	-0.9%	0.1%
COCCCn1c(SCC(=O)NCc2ccco2)nc2sc3c(c2c1=O)CCC3	0.8%	-4.4%	-0.1	4.8%	1.6	24.4%	18.5%	15.9	3.5%	3.2%	1.9%

Next part:
SMILES	Tb PFK inh	ELG1 genotox	KCNH2 3.1 block	uPA generation	FBPA coupling cs	RORgamma inh	VP16 counter	Giardia killer	Rab9 prom act	FLuc counter	NPC1 prom act
COc1nc(N(C)C)nc(N(C#N)S(=O)(=O)c2ccc(C)cc2)n1	-0.2%	3.8%	7.4	4.0%	-1.7	-10.7%	3.3%	?	0.0%	0.5%	1.5%
Cc1cccc(NC(=O)CSc2ncnc3c2oc2ccccc23)c1	-0.3%	0.8%	10.1	3.2%	-0.9	-11.5%	2.3%	?	-8.8%	3.0%	-0.6%
O=C(COc1ccc(Cl)cc1)N(Cc1ccccc1)c1nc(-c2ccccc2)cs1	-0.9%	1.6%	-23.3	-0.9%	0.8	-3.6%	-0.9%	13.0	-1.6%	1.0%	-1.9%
O=C(O)CN1C(=O)/C(=C/c2ccc(SCc3ccccc3)o2)SC1=S	?	0.5%	-1.7	2.8%	-55.4*	?	?	-20.3	-1.9%	19µM*	-3.5%
COc1ccc(S(=O)(=O)N2CCN(CC(=O)Nc3ccc(C)c(F)c3)CC2)cc1	2.8%	-7.8%	-26.2	-2.8%	-6.2	?	-22.8%	12.4	-3.2%	2.8%	1.6%
CC(=O)OCc1c(F)c(F)c(-n2nc(C)cc2C)c(F)c1F	1.2%	1.1%	-8.1	-2.0%	2.1	-29.2%	0.9%	-24.0	-1.5%	-1.4%	0.3%
COc1ccc2nc3oc(C(=O)NCc4cccs4)cc3cc2c1	0.4%	12.1%	-3.2	8.7%	1.2	?	-2.3%	-7.6	5.5%	-1.5%	-2.8%
O=C(CS(=O)(=O)c1cn(Cc2ccccc2Cl)c2ccccc12)N1CCOCC1	13.0%	1.6%	1.6	-10.8%	-1.2	?	2.8%	-6.1	5.9%	1.5%	-2.0%
Cc1cn([C@H]2C=C[C@@H](CO)O2)c(=O)[nH]c1=O	-6.8%&3.6%&2.3%	-1.1%&-1.2%	-9.2&21.0	-23.3%&-20.3%	3.4&0.9&2.7	2.5%&1.1%&-0.8%&-10.3%&22.1%	2.9%&1.1%&-12.7%&1.6%&-4.3%	-9.3&-5.3	-0.6%[46.1 µM]	4.3%&5.4%&-0.8%	0.8%[46.1 µM]
S=C(Nc1ccc2c(c1)OCCO2)Nc1ccc2c(c1)OCO2	-0.5%	?	0.2	-19.1%	-8.5	?	-1.7%	5.1	3.98µM*	16.9µM*	?
Cc1cccc(NC(=O)CSc2nnc(C)c(C)n2)c1	-5.3%	1.0%	-4.9	1.7%	0.2	-28.6%	7.3%	2.6	1.1%	1.6%	-0.8%
O=C(COc1ccccc1[N+](=O)[O-])N(Cc1ccccc1)c1ccccn1	2.8%	-3.2%	-4.3	0.6%	0.8	-2.0%	-22.0%	-14.5	-0.6%	-0.1%	0.9%
CC(C)CN(CC(C)C)S(=O)(=O)c1cc([N+](=O)[O-])ccc1N1CCCCCC1	-4.6%	-6.1%	-7.7	3.8%	-1.2	19.8%	11.8%	-4.6	4.8%	-1.3%	-0.8%
CSc1nc(C(=O)N2CCCC(Nc3ccc(C)c(C)c3)C2)cs1 (stereo not given)	0.5%	-11.0%	/	2.4%	-0.6	?	-11.4%	5.1	-5.9%	-3.5%	9.2%
CC(=O)/C(C#N)=C1\NC(=O)C(Cc2cc(Cl)ccc2Cl)S1 (stereo not given)	-4.7%	-5.1%	-8.1	?	18.3	26.6%	-8.4%	-10.6	0.9%	-11.7%	-5.5%
